TCR CD3 inh = human TCR-CD3 binding inhibition; TAMRA-labeled TCR probe fluorescence, biochemical; inhibition, % at 9.4 µM; 0.37% of 360,000 active; in the data active = inhibition above about 19%;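 note: recombinant mutant TCR 2C K166C tagged with TAMRA read by polarization; 0% = receptor in buffer alone and 100% = receptor with positive control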
LEDGF integ inh = blocks HIV-1 LEDGF/p75-dependent DNA integration. TR-FRET IN-LEDGF/p75 DNA integration, Eu/Cy5. inhibition, % at 3.7 µM. 0.64% of 370,000 active. AID 743269;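 active = inhibition above the screen-wide mean plus 3 SD, cut at about 13% in these data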;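 note: signal is the Cy5 over europium emission ratio at 671 and 618 nm; 0% = plate median of compound wells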
mABHD4 FP = inhibits mouse alpha/beta hydrolase domain 4 | Q8VD66 | 0.54% of 370,000 active | purified mABHD4, FP-Rh probe fluorescence polarization | AID 720543 | inhibition, % at 8.92 µM;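 active = inhibition exceeding the mean over every tested compound plus 3 SD, cut at about 30% in these data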;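 note: 0% = plate median of compound wells and 100% = S159A mutant with DMSO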
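Doses – 8.92 µM, single dose · Material – wild-type mouse ABHD4 protein · Replication – single well per compound (singlicate) · Measure – percent inhibition of probe binding, normalized to plate controls · Schedule – 45 min compound pre-incubation plus 60 min probe step, 25 °C · Detection – fluorescence polarization with parallel and perpendicular emission, 525/598 nm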
UHRF1 MBD2 ctr = blocks human UHRF1 binding to methylated DNA; Q96T88; 0.75% of 370,000 active; UHRF1 binding to methylated oligo, TR-FRET; inhibition, % at 4.4 µM; AID 687016; in the data active = inhibition above about 21%;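 note: UHRF1 SRA domain binding a hemimethylated CpG hairpin DNA probe; 0% = median of test compound wells and 100% = reference inhibitor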
PG9 binder = small molecules binding HIV-1 gp120 antibody PG9; TR-FRET gp120-PG9 antibody binding; inhibition, % at 6.7 µM; 0.43% of 360,000 active; AID 624416; in the data active = inhibition above about 8.5%
SIAE primary = blocks human sialic acid acetylesterase. Q9HAT2. SIAE FP-Rh probe binding, fluorescence polarization. inhibition, % at 9.66 µM. 0.69% of 370,000 active;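 active = inhibition above a cutoff: mean of compounds within the control limits plus 3 SD of those, cut at about 17% in these data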;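 note: 0% = plate median of compound wells and 100% = probe without SIAE protein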
Target sequence (Q9HAT2 whole entry, looked up): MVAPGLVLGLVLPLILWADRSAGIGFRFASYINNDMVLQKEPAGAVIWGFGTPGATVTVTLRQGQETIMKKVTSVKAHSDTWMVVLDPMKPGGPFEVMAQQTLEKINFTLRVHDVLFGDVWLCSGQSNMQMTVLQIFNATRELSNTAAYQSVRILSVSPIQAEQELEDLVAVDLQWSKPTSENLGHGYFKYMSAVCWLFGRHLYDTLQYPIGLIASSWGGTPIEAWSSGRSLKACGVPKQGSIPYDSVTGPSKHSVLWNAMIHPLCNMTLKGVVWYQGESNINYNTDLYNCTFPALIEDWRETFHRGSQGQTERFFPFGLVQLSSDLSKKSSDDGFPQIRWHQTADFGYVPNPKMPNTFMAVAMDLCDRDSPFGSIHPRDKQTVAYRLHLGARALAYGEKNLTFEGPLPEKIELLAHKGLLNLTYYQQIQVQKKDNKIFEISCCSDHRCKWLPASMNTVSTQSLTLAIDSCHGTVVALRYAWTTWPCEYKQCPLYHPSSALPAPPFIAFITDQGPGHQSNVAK
TDP2 inh = TDP2 (human) inhibition, absorbance primary screen. O95551. recombinant TDP2, T5PNP hydrolysis, p-nitrophenol absorbance 415 nm. inhibition, % at 12.8 µM. 0.34% of 370,000 active. AID 720702;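 active = inhibition above the mean of all tested compounds plus 3 SD, set per campaign, cut at about 25% in these data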;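 note: 0% = DMSO with enzyme and 100% = buffer with substrate but no TDP2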
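System – recombinant human TDP2 · Amount – 120 nM TDP2 per well · Buffer or medium – Mg2+-containing Tris-HCl buffer, pH 7.5 · Reagent – T5PNP substrate, 5 mM · Dosing – 12.8 µM single point, 1% DMSO · Incubation – 2 h at 37 °C · Measured by – epi absorbance · Read-out basis – percent inhibition · Benchmarks – high control without enzyme, low control DMSO plus TDP2 · Repeats – singlicate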
HTRA1 inhibitor = blocks human HTRA1 serine peptidase; AID 504803; 0.5% of 340,000 active; inhibition, % at 5.96 µM; recombinant HTRA1, FP-rhodamine activity-based probe, fluorescence polarization; Q92743; in the data active = inhibition above about 36%;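 note: 0% = enzyme with DMSO and 100% = wells lacking enzyme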
PRMT1 inh = PRMT1 (human) inhibition, primary screen; Q99873; recombinant PRMT1, activity-based probe fluorescence polarization; inhibition, % at 2.79 µM; 1.3% of 370,000 active; AID 652257;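 active = inhibition above about 21% made by adding two undisclosed values, limit read from the data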
DDE Tn7 FP inh = DD(E)-Tn7 binding inhibition, primary FP screen; inhibition, % at 8.3 µM; 0.13% of 370,000 active; FP displacement of FITC-Tn7 peptide from fibrin DD(E); 0% = median of compound wells per plate; AID 720508;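 active = inhibition above the mean of compounds falling within the control limits plus 3 SD of them, cut at about 14% in these data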;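 note: 0% = plate median of compound wells and 100% = 10 µM Aha-Tn7 peptide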
Target sequence (P02675 whole entry, looked up): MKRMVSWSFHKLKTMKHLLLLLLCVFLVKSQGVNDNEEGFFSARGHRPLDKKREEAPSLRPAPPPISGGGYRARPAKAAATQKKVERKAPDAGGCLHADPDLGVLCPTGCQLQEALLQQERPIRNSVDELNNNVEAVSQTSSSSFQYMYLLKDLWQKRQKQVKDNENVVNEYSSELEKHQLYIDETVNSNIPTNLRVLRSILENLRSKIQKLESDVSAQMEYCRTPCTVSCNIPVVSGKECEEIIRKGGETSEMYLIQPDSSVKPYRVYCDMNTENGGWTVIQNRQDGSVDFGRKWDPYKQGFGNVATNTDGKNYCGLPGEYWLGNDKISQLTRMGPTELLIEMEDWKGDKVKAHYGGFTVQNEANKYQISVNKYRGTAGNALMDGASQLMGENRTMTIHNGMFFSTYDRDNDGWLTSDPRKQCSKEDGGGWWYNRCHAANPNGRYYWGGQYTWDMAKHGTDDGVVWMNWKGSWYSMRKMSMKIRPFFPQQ
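assay system = human clot-derived fibrin DD(E) complex | quantity = Fibrin-DD(E) at 2 µM final | timing = 10 min preincubation, 3 h with tracer, room temperature | signal = fluorescence polarization | measure = percent inhibition | benchmarks = high control wells with 10 µM unlabelled Aha-Tn7 peptide (full inhibition) | replicates = singlicate testing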
Numbers without * were called inactive; / = no result given.

SMILES	TCR CD3 inh	LEDGF integ inh	mABHD4 FP	UHRF1 MBD2 ctr	PG9 binder	SIAE primary	TDP2 inh	HTRA1 inhibitor	PRMT1 inh	DDE Tn7 FP inh
COc1ccc(-n2ncc(C(=O)N3CCN(c4ccc(F)cc4)CC3)c2C)cc1	2	-2	7	-2	-0.2	16	13	/	-3	-3
CCc1ccc(NC(=O)c2ccc3c(c2)C(=O)N(Cc2ccco2)C3=O)cc1	3	6	1	2	0.7	0	7	-14	13	-3
Cc1ccc(NC(=O)CSc2nc3c(c(=O)[nH]2)CCC3)c(C)c1	5	4	4	1	-1.5	4	-1	0	0	0
Cc1cc(O)c(N=Nc2ccc(C(=O)O)cc2)cc1C	1	4	6	-1	0.7	2	9	-4	0	0
CCCOc1ccccc1NC(=O)c1ccc(N)cc1	2	-3	7	-2	1.9	3	-11	-8	-3	5
CN1C(=O)[C@@]2(O[C@H]3C=CC=CN3C3=C2C(=O)CCC3)c2cccc(Br)c21	-3	1	0	0	-0.2	2	4	/	11	0
O=C(NCCc1c[nH]c2ccccc12)C1CCN(S(=O)(=O)c2ccc(F)cc2)CC1	8	3	0	0	0.7	4	0	7	-2	-2
COc1ccc(CC(=O)OCC(=O)Nc2ccc3[nH]c(=O)[nH]c3c2)cc1OC	-1	2	0	4	-1.4	6	-5	1	-1	3
COc1ccc([C@H]2CC(=O)C=C(c3cccc(Cl)c3O)C2)cc1OC	3	1	-2	8	-0.6	3	-5	-4	-1	-5
CSc1ccccc1OCc1cc(C(=O)N2CCC[C@H]2C(N)=O)no1	8	0	0	1	-1.5	3	-14	5	-5	3
C=CCn1c(CCC)nc2ccccc21	-8	-5	6	-1	-0.2	8	8	9	0	0
CCN(CC)C(=O)COc1coc(CN2CCN(c3ccccc3F)CC2)cc1=O	6	1	3	-1	-2.6	6	12	-3	-3	2
Cc1ccccc1NC(=O)NCC1CCN(C(=O)OC(C)(C)C)CC1	0	4	3	-1	0.2	5	2	5	-3	-5
CCOc1cc(-c2cc(-c3ccccc3)nc(N)c2C#N)ccc1O	8	0	-29	-4	1.8	-13	17	-11	-4	0
O=C(NCc1cccnc1)c1cccc(S(=O)(=O)N2CCCCC2)c1	-3	0	-5	-1	0.2	2	0	2	1	-4
COc1cc(NC(=O)c2ccccc2Cl)c2ncccc2c1	-6	-2	-8	1	-0.5	-7	5	-38	1	4
COc1cccc2cc(C(=O)N3CCN(C(=O)c4ccccc4)CC3)c(=O)oc12	7	2	4	1	0.8	-4	5	4	1	-3
CCOC(=O)c1oc2cc(O)ccc2c(=O)c1-c1ccc(OC)cc1	-7	-2	0	1	0.8	-4	7	-1	8	3
CCc1ccc(NC2=NCC(=O)N2c2ccc3c(c2)OCCO3)cc1	3	0	2	-1	-0.5	6	7	2	0	1
O=c1oc(CCCO)cc2ccc(Br)cc12	-10	4	-16	4	0.0	-4	-12	-1	-1	-10
Cc1nonc1NC(=O)CSc1nc(C23CC4CC(CC(C4)C2)C3)nc2ccccc12	20*	-1	-4	-1	0.4	-7	5	-6	-1	-3
CC(=O)NC(CC(=O)Nc1ccc(S(=O)(=O)Nc2nccs2)cc1)c1ccccc1 (stereo not given)	1	0	0	1	-2.2	1	3	-3	0	-7
Cc1ccc(Cn2c(Sc3nccc(C)n3)nc3c2c(=O)[nH]c(=O)n3C)cc1	4	2	2	2	0.5	-1	-3	3	0	-3
C/C=C/c1ccc(OCCCCOc2c(OC)cccc2OC)c(OC)c1	-4	0	6	0	0.2	-2	2	-17	2	0
O=C(NCc1ccccc1)c1onc(CSc2ccc(Cl)cc2)c1C(=O)NCC1CC1	-3	-2	2	2	-1.0	-11	-3	-25	1	-1
Next records follow:
SMILES	TCR CD3 inh	LEDGF integ inh	mABHD4 FP	UHRF1 MBD2 ctr	PG9 binder	SIAE primary	TDP2 inh	HTRA1 inhibitor	PRMT1 inh	DDE Tn7 FP inh
COc1ccc(CC2NCCC3=CC(=O)CCC32)cc1O (stereo not given)	-4	0	2	-1	-0.9	5	-11	8	2	-1
COc1cc(NC(=O)N2CCc3nc(Nc4cc(Cl)cc(Cl)c4)ncc3C2)cc(OC)c1OC	-8	-1	-9	1	0.8	-1	0	/	2	-1
Clc1ccc(Cn2nnc(-c3ccc(N4CCOCC4)cc3)n2)cc1	-10	-3	1	5	-0.5	-4	-26	-1	11	1
CC(C)CCOc1ccc(Cl)cc1CN1CCOCC1	5	-3	-2	0	-2.4	-4	4	0	-4	4
COc1ccc2c(c1)c(C(=O)OCCN(C)C)c(C)n2C	8	3	-1	5	1.1	2	-8	-2	-2	-9
CCCn1c(SCc2ccc(Cl)cc2)nc2c1c(=O)[nH]c(=O)n2C	3	2	4	-1	-2.0	-2	-3	-7	4	1
OC1(c2cccs2)CN(c2ccccc2)C2=[N+]1CCCC2 (stereo not given)	3	4	2	12	1.7	-2	1	7	-2	-3
COc1ccc(N2C(=O)CC(NNC(=O)c3cc(C)oc3C)C2=O)cc1 (stereo not given)	-1	-4	3	-2	-0.9	10	4	10	2	2
[O-]/[N+](=C/c1ccccc1)c1ccccc1	4	2	11	-7	-2.4	-3	1	-1	5	-7
CCOc1cc(C(=S)N2CCOCC2)ccc1OS(=O)(=O)c1ccc(OC)cc1	8	-3	5	-2	0.7	-2	-9	-3	4	1
CC(C)Oc1cc(S(=O)(=O)N2CCCCC2)ccc1N	-5	1	-6	2	2.1	-2	-10	0	-4	-4
CCCN1CCC(=O)N([C@H](COc2ccccc2)CC(C)C)CC1	0	-2	0	-1	0.8	-5	2	-2	-1	8
O=C(Nc1ccc2c(c1)nc1n2CCSC1)c1ccco1	0	2	-8	2	1.8	-6	0	-3	19	10
COc1ccc(CNC(=O)C[C@@H]2C=C[C@@H](NS(=O)(=O)c3cccc(OC)c3)[C@@H](CO)O2)cc1	1	3	5	0	-1.6	-1	-3	/	-1	-8
Cc1cccc(NC(=O)c2cnn(C)c2)c1C	10	0	3	-2	0.1	-1	1	2	-4	2
Cc1ccccc1NC(=O)N1CCCN(c2ccc(C#N)cn2)CC1	-2	-2	-1	0	1.3	-1	-11	3	2	6
CCOc1ccccc1N1CCN(C(=O)c2ccc3[nH]c(C)c(C)c3c2)CC1	-1	2	1	-1	-1.2	5	-5	-9	-2	4
Cc1ccc[n+](Cc2ccc([N+](=O)[O-])cc2)c1	7	10	-6	-1	-1.4	-5	4	-6	-2	-12
COC(=O)c1ccc2nc(-c3cccc(Cl)c3)c(Cc3ccccc3)n2c1	7	-3	0	20	0.4	-6	5	/	-1	4
Cn1ccnc1SCc1cn2cc(Br)ccc2n1	-9	-2	1	4	1.6	-2	-10	0	4	-4
CCOC(=O)C1=C(CN2CC(C)CC(C)C2)NC(=O)NC1c1ccc2c(c1)OCO2 (stereo not given)	1	2	-10	-2	-0.4	-12	-5	-5	-3	-6
NC(=O)c1ccc(NCc2ccco2)c([N+](=O)[O-])c1	11	3	-4	-5	-1.4	1	-4	8	0	-5
Cc1ccc(CNC(=O)C(=O)NCC2OCCCN2S(=O)(=O)c2ccc(F)cc2)cc1 (stereo not given)	9	0	4	0	-1.4	0	-5	-6	-3	2
CC(=O)Nc1cccc(NC(=O)CCN2C(=O)c3ccccc3S2(=O)=O)c1	-5	4	-3	2	-1.0	-9	-12	1	-2	-6
O=C(COc1ccc2ccc(=O)oc2c1)NCCN1CCOCC1	1	-3	2	2	0.4	0	2	4	1	9
Next results follow:
SMILES	TCR CD3 inh	LEDGF integ inh	mABHD4 FP	UHRF1 MBD2 ctr	PG9 binder	SIAE primary	TDP2 inh	HTRA1 inhibitor	PRMT1 inh	DDE Tn7 FP inh
CC(=O)c1ccc(OCCCC(=O)NC(C)c2ccc(S(N)(=O)=O)cc2)cc1 (stereo not given)	4	1	-6	0	0.8	-8	-5	2	13	1
COc1ccc(N(CC(=O)NCc2ccco2)S(=O)(=O)c2ccccc2)cc1	-1	1	-2	1	1.8	-8	17	2	-3	0
O=C(Cn1ccc(NC(=O)OCc2ccccc2)nc1=O)NCCc1ccccn1	1	-1	2	2	0.5	2	0	-5	0	0
Cc1onc(-c2ccccc2Cl)c1C(=O)NCC(=O)O	-3	2	6	5	2.3	5	-2	7	0	2
COCc1cc(C)nc(NCCc2ccccc2)c1C#N	1	-3	-4	-2	-2.5	-4	0	-1	-5	1
O=C(NC(=S)Nc1cccc2cc(O)ccc12)c1ccco1	2	0	-4	-4	-1.1	6	13	-4	-1	2
Cc1ccc(-c2nc3ncccc3o2)cc1NC(=O)c1cccs1	-6	-5	0	-1	1.7	-7	2	-5	0	4
COc1c(Cl)cc(C(=O)Nc2ccc(Cl)cn2)cc1Cl	2	6	-4	1	-3.6	4	9	-5	0	-6
COc1cc(OC)c(C(=O)OCC(=O)Nc2ccc(S(=O)(=O)N3CCOCC3)cc2)cc1OC	4	2	3	-1	-0.4	-4	3	3	-4	-4
Cn1c(SCC(=O)N2c3ccccc3Sc3ccc(Cl)cc32)nnc1-c1ccco1	0	1	-1	0	0.2	-6	-5	-2	-1	9
CCc1ccc(C(=O)Nc2nc3ccccc3[nH]2)cc1	-1	6	26	3	-1.5	-7	-5	-6	4	3
Cc1ccccc1OCc1nnc(SCc2nc3ccccc3c(=O)[nH]2)n1C	-7	0	-11	4	-1.6	-5	-10	-5	2	4
C1=C\CCC2(OCCO2)C2(CC/1)OCCO2	3	-1	-3	-1	-1.6	-2	3	5	-1	-5
Cc1ccc(-n2c3c(c(=O)[nH]c2=O)C(NS(=O)(=O)c2ccc(Cl)cc2)(C(F)(F)F)C(=O)N3)cc1 (stereo not given)	6	2	-3	28*	-0.5	-5	2	2	-5	5
O=C(NC(CC1=CCCCC1)c1ccccc1)C(F)(F)F (stereo not given)	9	-1	-4	-1	0.1	1	1	/	-2	-3
Cc1ccc(-c2ccc(CN3C(CC(C)C)C(=O)N(Cc4cn(CC5CCCCC5)nn4)CCS3(=O)=O)cc2)cc1 (stereo not given)	7	0	-9	1	-2.3	-8	7	-45	0	2

Arranged by formula weight (lowest first): some entries from above.
SMILES	TCR CD3 inh	LEDGF integ inh	mABHD4 FP	UHRF1 MBD2 ctr	PG9 binder	SIAE primary	TDP2 inh	HTRA1 inhibitor	PRMT1 inh	DDE Tn7 FP inh
C1=C\CCC2(OCCO2)C2(CC/1)OCCO2	3	-1	-3	-1	-1.6	-2	3	5	-1	-5
COCc1cc(C)nc(NCCc2ccccc2)c1C#N	1	-3	-4	-2	-2.5	-4	0	-1	-5	1
Cc1onc(-c2ccccc2Cl)c1C(=O)NCC(=O)O	-3	2	6	5	2.3	5	-2	7	0	2
Cc1ccccc1OCc1nnc(SCc2nc3ccccc3c(=O)[nH]2)n1C	-7	0	-11	4	-1.6	-5	-10	-5	2	4
COc1ccc(N(CC(=O)NCc2ccco2)S(=O)(=O)c2ccccc2)cc1	-1	1	-2	1	1.8	-8	17	2	-3	0
CC(=O)c1ccc(OCCCC(=O)NC(C)c2ccc(S(N)(=O)=O)cc2)cc1 (stereo not given)	4	1	-6	0	0.8	-8	-5	2	13	1
